S1P4 antagonist = S1P4 receptor antagonists, primary screen, cell-based | AID 1510, 2009 | 0.26% of 220,000 active | inhibition, % at 4.98 µM | S1P4-expressing cells, antagonist mode, reporter read-out | Sphingosine 1-phosphate receptor 4 (Homo sapiens), O95977; in the data active = inhibition above about 29%;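 also: 0% = wells stimulated with agonist and 100% = vehicle wells without agonist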
Target sequence (O95977 whole entry, looked up): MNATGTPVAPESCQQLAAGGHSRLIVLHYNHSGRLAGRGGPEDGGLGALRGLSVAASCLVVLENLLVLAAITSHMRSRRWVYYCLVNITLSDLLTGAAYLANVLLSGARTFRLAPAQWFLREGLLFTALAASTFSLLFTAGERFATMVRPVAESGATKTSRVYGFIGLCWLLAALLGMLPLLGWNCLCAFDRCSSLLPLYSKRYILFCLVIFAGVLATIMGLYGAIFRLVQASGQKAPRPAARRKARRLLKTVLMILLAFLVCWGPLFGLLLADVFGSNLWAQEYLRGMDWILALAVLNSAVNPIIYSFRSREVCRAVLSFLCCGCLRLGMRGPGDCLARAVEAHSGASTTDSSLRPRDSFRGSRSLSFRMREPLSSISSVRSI
eIF4E-4G inh = eIF4E–eIF4G protein interaction inhibitors, primary screen, biochemical, uHTS, TR-FRET, eIF4GI fragment; inhibition, % at 21.7 µM; TR-FRET eIF4E-eIF4GI(517-606) binding, 2 h; AID 782, 2007; 0.37% of 220,000 active; Eukaryotic translation initiation factor 4E (Mus musculus) + Eukaryotic translation …;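 active = inhibition above about 30%, limit read from the data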;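 also: 0% = full FRET control wells and 100% = background wells lacking eIF4GI fragment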
PERK inhibitor = block of dimerizer-induced PERK translation repression, primary screen, PERK inhibitor project, CHO PERK-DD cells, SEAP luminescence, HTS; Eukaryotic translation initiation factor 2-alpha kinase 3 (Homo sapiens), Q9NZJ5; CHO PERK-DD fusion, SEAP luminescence translation reporter; inhibition, % at 5.6 µM; 0.17% of 220,000 active;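 active = inhibition above the mean inhibition of all tested compounds plus 3 SD, set separately per screening campaign, cut at about 2.9% in these data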;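 also: PERK kinase domain activated by AP20187 dimerizer at 100 nM; 0% = DMSO with dimerizer and 100% = rapamycin at 8.4 µM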
MDM2 E3 inh = MDM2-luciferase reporter signal enhancers, primary screen, MDM2 E3 ligase inhibitor project, cell-based, luminescence, 1536-well. E3 ubiquitin-protein ligase Mdm2 (Homo sapiens), Q00987. cell-based MDM2 ubiquitination luciferase reporter, 2 h; 0 = plate control, 100 = twice control, blank-subtracted. signal enhancement, % at 5 µM. 0.11% of 210,000 active;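 active = signal enhancement of 30% or more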;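 also: luminescence tracks abundance of the self-degrading MDM2-luciferase fusion protein; higher signal means inhibition of MDM2 E3 ligase activity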
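test system = mammalian cells stably expressing self-ubiquitinating, self-degrading MDM2 E3–luciferase fusion | quantity = 2000 cells/well | incubation = cell settling 4 h, compound treatment 2 h, both 37 °C | signal = luminescence with SteadyLite reagent, 15 min at room temperature | evaluation = % enhancement relative to plate controls after blank subtraction | benchmarks = plate controls and plate blanks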
Ba/F3 V617F tox = reduced viability of JAK2V617F-dependent Ba/F3 cells, primary screen, JAK2V617F inhibitor project, cell-based, Ba/F3 EpoR-JAK2V617F, luminescence; ATP luminescence; inhibition, % at 5.6 µM; 1.1% of 220,000 active; AID 1446, 2008;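 active = inhibition above the campaign mean plus 3 SD over all tested compounds, cut at about 24% in these data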;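 also: cytokine-independent growth of Ba/F3 cells driven by EpoR plus mutant JAK2; 0% = DMSO-treated cells and 100% = JAK inhibitor I control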
BaF3 parental = parental Ba/F3 cell viability inhibition, counter-screen for JAK2V617F inhibitor project, murine pro-B, CellTiter-Glo luminescence; 1.1% of 220,000 active; inhibition, % at 5.6 µM; CellTiter-Glo ATP luminescence;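 active = inhibition above a per-campaign cutoff, the mean inhibition of all tested compounds plus 3 SD, cut at about 27% in these data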;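 also: 0% = DMSO wells and 100% = JAK Inhibitor I control wells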
Wee1 stabilizer = Wee1 degradation inhibitors, primary screen, cell-based, HeLa, Wee1K328M-luciferase, luminescence; Wee1-like protein kinase (Homo sapiens), P30291; HeLa Luc-Wee1K328M stability; 100% = proteasome inhibitor MG132 effect; reporter increase, % at 5 µM; 1.2% of 220,000 active; AID 1321, 2008;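 active = activation above the mean of all tested compounds plus 3 SD, set per screening run, cut at about 8.8% in these data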;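 also: cells exposed to compound for 20 h before luminescence read; 0% = DMSO alone and 100% = MG132 at 30 µM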
Target sequence (P30291 whole entry K328M): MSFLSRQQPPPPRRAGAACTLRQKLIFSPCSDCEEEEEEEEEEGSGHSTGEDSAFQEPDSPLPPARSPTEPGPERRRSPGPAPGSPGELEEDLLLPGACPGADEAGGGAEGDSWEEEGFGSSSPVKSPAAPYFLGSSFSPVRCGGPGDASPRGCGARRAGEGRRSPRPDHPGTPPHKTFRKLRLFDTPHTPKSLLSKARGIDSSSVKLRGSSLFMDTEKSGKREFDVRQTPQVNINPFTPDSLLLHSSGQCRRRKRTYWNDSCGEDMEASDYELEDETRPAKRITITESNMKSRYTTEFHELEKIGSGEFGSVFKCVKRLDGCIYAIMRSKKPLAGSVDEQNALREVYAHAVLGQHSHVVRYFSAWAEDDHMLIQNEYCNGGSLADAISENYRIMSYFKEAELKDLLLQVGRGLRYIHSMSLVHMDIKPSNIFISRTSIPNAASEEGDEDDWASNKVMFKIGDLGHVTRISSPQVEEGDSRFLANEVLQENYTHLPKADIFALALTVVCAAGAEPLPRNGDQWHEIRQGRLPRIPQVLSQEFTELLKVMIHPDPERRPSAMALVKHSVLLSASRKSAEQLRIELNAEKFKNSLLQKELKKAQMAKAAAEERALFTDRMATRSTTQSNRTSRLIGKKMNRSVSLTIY
NPY2 pot ag = NPY-Y2 potentiators or agonists, primary screen, cell-based | cells expressing NPY-Y2, potentiator/agonist read-out | activation, % at 3.6 µM | 0.45% of 220,000 active | AID 1359, 2008; in the data active = activation above about 27%;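 also: cells stimulated with NPY near EC25 plus isoproterenol at EC100; 0% = vehicle plus submaximal agonist and 100% = vehicle plus saturating agonist; some results beyond the cut were filed as inactive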
S1P4 ag = S1P4 receptor agonists, primary screen, cell-based. S1P4-expressing cell line, agonist reporter assay. activation, % at 4.98 µM. 0.35% of 220,000 active. AID 1509, 2009; in the data active = activation above about 11%;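 also: 0% = DMSO vehicle and 100% = reference agonist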
* = called active by the depositor; x = not tested or not shown; [ ] = remark or other dose. This is a random part of the collection (roughly 4.1% active in at least one column).

molecule	S1P4 antagonist	eIF4E-4G inh	PERK inhibitor	MDM2 E3 inh	Ba/F3 V617F tox	BaF3 parental	Wee1 stabilizer	NPY2 pot ag	S1P4 ag
Cc1nn(C)c(C)c1NC(=O)CN1CCC(O)(c2ccc3c(c2)OCO3)CC1	-5	-1	0.3	-20	-1	5	0	-9	-2.5
CCOC(=O)CSc1nc2cc(C(=O)NCC3CCCO3)ccc2c(=O)n1Cc1ccco1 (stereo not drawn)	-13	-4	-0.1	-6	-1	4	-2	-6	-0.3
O=C(O)c1cc(-c2cccc([N+](=O)[O-])c2)n[nH]1	-3	0	1.1	-14	0	11	2	7	-0.1
CC(C)N(C(=O)Cn1cc(SCC(N)=O)c2ccccc21)C(C)C	-3	-2	-0.2	-7	2	9	-2	-21	2.4
CCCC(=O)N1CCC(O)(c2cccc(F)c2)CC1	0	-1	1.0	-10	-1	-1	-1	9	-0.1
CN(C)S(=O)(=O)N1CCc2ccccc2C1	7	9	0.2	-15	2	4	-2	0	-1.1
O=C(CN1C(=O)NC2(CCCCCC2)C1=O)Nc1ccc2c(c1)CCC2	-19	1	1.6	-4	1	9	0	8	0.6
COc1nccc(C(F)(F)F)c1C(=O)NC(=O)Nc1ccccc1	4	-1	1.2	-8	0	-1	3	1	-0.4
Cc1cccc2c1[nH]c1nc(N/N=C\c3ccco3)nnc12	-20	-18	-0.1	-19	1	4	-3	-5	0.7
COC(=O)c1cc(C(=O)OCC(=O)NCc2ccc3c(c2)OCO3)cc([N+](=O)[O-])c1	-9	2[fluorescence artefact?]	1.4	13	-3	4	0	-3	1.0
Cc1cc2ncn(C(=O)c3ccc4c(c3)OCO4)c2cc1C	1	-1	1.3	-5	-5	0	1	-10	1.5
C=CCOc1ccc(/C=C2\SC(=Nc3cccnc3)NC2=O)cc1	4	-5	0.1	-4	-1	-3	-1	-12	-0.2
Cn1cc([N+](=O)[O-])c(C(=O)Nc2ccc(Br)cn2)n1	20	-2	0.4	-25	5	7	1	-11	-0.6
Cc1nn(C)c(C)c1S(=O)(=O)N(CC(=O)N1CCc2ccccc21)c1ccc(C(C)C)cc1	-10	-3	0.0	-14	-4	2	-1	9	2.8
O=C(Nc1cccc2ccccc12)N1CCCN(c2c(Cl)cncc2Cl)CC1	2	0	-1.7	-8	-3	1	2	15	0.2
O=C(Nc1cccc(Cl)c1)Nc1sccc1-c1nc2ccccc2s1	1	1	-0.5	-9	0	2	1	-28	1.6
O=S(=O)(c1ccccc1)N1CCC(O)(CSc2ccccc2)CC1	-4	0	-0.2	1	1	6	-1	-1	0.1
O=C(Cn1cnc2ccccc21)N/N=C/C(Br)=C/c1ccccc1	-10	0	0.3	-2	-2	2	1	8	1.2
O=C(CSc1nnc(CNC(=O)c2ccccc2F)o1)c1ccccc1	-4	1[fluorescence artefact?]	-0.9	2	1	4	0	1	-2.6
O=C1C=C(c2ccccc2)C(O)(c2ccccc2)C1 (stereo not drawn)	2	0	0.0	-1	0	3	-3	6	-0.2
Cc1ccc(S(=O)(=O)c2nc(-c3ccccc3)oc2NCc2cccnc2)cc1	7	4	-0.8	-36	-3	-1	-3	27	-0.5
CSc1nc(NC(C)(C)C)nc(Oc2ccc(=O)n(C)n2)n1	-5	-2[fluorescence artefact?]	0.2	-11	-1	4	-1	15	-0.3
CCn1c(COc2ccc(=O)n(-c3ccccc3)n2)nnc1SCC(=O)OC	-7	0	2.4	-22	1	8	3	-1	1.6
Cc1cnc(NC(=O)C2=C(O)c3ccccc3S(=O)(=O)N2C)s1	-22	0	1.0	x	-2	3	-1	-5	3.5
Cn1c(NCCCO)nc2c(c1=O)C1(CCCCC1)Cc1ccccc1-2	-12	2	-0.6	-13	-1	7	-1	-12	-2.3
CC1CCCC(NC(=S)NC(=O)c2ccccc2Br)C1C (stereo not drawn)	-2	6[fluorescence artefact?]	-0.2	-18	-1	0	4	-7	-2.1
Nc1ccc(S(=O)(=O)N2CCCC2C(=O)O)cc1 (stereo not drawn)	-11	-3	1.3	x	4	-2	-4	-3	1.4
COc1ccc(CNC(=O)CCSCc2ccccc2C)cc1	-9	19	1.1	-2	0	3	3	-5	1.3
Cc1cccc(/C=N/n2c(-c3ccncc3)n[nH]c2=S)c1	-10	2	0.3	-15	-1	6	1	3	1.2
O=C(CCn1c(=O)[nH]c2ccccc2c1=O)N1CC=C(c2ccccc2)CC1	-13	2	0.1	6	-3	2	-3	-14	-0.3
C=CCc1cc(Cl)ccc1OCCNCCCOC	1	2	-0.5	-11	4	92*	4	-13	1.1
COc1ccc(-c2[nH]ncc2Oc2ccccc2OC)c(O)c1	-13	5	0.3	7	-1	1	1	4	1.6
C/C(=N\NC(=O)CC1N=C(Cc2ccccc2)NNC1=O)c1ccc(Cl)cc1Cl (stereo not drawn)	-8	0	-0.6	-11	3	3	-4	0	0.4
Cc1nc([N+](=O)[O-])c(Sc2nc3ccccc3[nH]2)n1Cc1ccccc1	-2	5	-0.2	-15	4	3	-1	8	1.4
Cc1cc2cc(CN(CCN(C)C)C(=S)NCc3ccco3)c(=O)[nH]c2cc1C	-16	3	0.1	8	-2	5	1	-3	-0.1
CCOc1ccc2nc(C)cc(Nc3cccc([N+](=O)[O-])c3)c2c1	-15	0	-0.3	-16	3	4	-1	14	0.4
CCCCC(=O)Nc1ccc2c(c1)OCCO2	-12	0	1.0	-7	-3	5	1	-4	1.8
Cc1ccc(S(=O)(=O)/N=C(\Nc2cc(C)on2)c2ccc(Cl)cc2)cc1	13	3	-0.4	-11	2	4	4	-13	1.9
Cc1ccc(C(=O)NC(=S)Nc2ccc(-c3ccc(CO)o3)cc2)cc1	-29	2	1.3	-3	3	2	-2	0	0.2
CC1CCCC/C1=N\Nc1ccc(S(N)(=O)=O)cc1[N+](=O)[O-] (stereo not drawn)	12	-5	0.3	-2	0	3	-2	11	4.0

Part of the list above, showing only MDM2 E3 inh, NPY2 pot ag and eIF4E-4G inh:
canonical_smiles	MDM2 E3 inh	NPY2 pot ag	eIF4E-4G inh
CC1CCCC(NC(=S)NC(=O)c2ccccc2Br)C1C (stereo not drawn)	-18	-7	6[fluorescence artefact?]
Cc1nc([N+](=O)[O-])c(Sc2nc3ccccc3[nH]2)n1Cc1ccccc1	-15	8	5

(more compounds)
molecule	S1P4 antagonist	eIF4E-4G inh	PERK inhibitor	MDM2 E3 inh	Ba/F3 V617F tox	BaF3 parental	Wee1 stabilizer	NPY2 pot ag	S1P4 ag
COc1ccc(S(=O)(=O)Nc2ccc(N3CCOCC3)nc2)cc1	-13	1	0.7	-3	-2	2	0	0	1.8
O=C(O)C1C2C=CC(C2)C1C(=O)NCCCc1ccccc1 (stereo not drawn)	-7	5	0.6	11	-1	4	-1	10	0.4
CCn1c(SCC(=O)N/N=C/c2ccc(C)o2)nnc1-c1ccc(C(C)(C)C)cc1	-8	-2	0.1	-17	0	9	0	-3	-0.1
CC(C)(C)N=Cc1cc(-c2ccccc2)sc1O	2	6	-0.8	-25	2	7	-1	2	-2.5
O=C(Nc1nnc(C(F)(F)F)s1)C1COc2ccccc2O1 (stereo not drawn)	8	3	-0.6	-18	1	4	2	4	0.5
CCCCc1cc(=O)oc2cc(OS(C)(=O)=O)ccc12	-14	6	-0.6	-4	-3	4	0	-15	2.2
CCc1cc(/C(Cc2ccc3ccccc3n2)=N\O)c(O)cc1O	1	5	0.3	0	-2	6	1	11	0.2
Cc1ccnc(N/N=C/c2ccccc2)n1	-21	3[fluorescence artefact?]	0.8	-20	-4	2	17*	-1	-0.4
CCOc1ccc(C(=O)CCN2CCCCCC2)cc1	-4	3	0.5	24	-2	3	-3	5	-1.0
CC(=O)N1[C@H](Cc2ccccc2)C=C[C@]1(C)C(=O)NCc1ccc(C)o1	1	8	0.2	x	-2	3	0	10	-0.9
Cc1csc2c(N3CCN(C(=S)Nc4ccc(F)cc4F)CC3)ncnc12	-15	-2	0.6	-12	-2	0	-2	7	-0.6
C=CCn1c(SCC(=O)Nc2c(C)cccc2C)nnc1-c1cnccn1	-30	1	-0.4	-17	0	2	4	8	2.3
O=C(Cn1cnc2c(nnn2Cc2ccc(Cl)cc2)c1=O)N1CCCc2ccccc21	-33	4	0.6	2	1	6	0	7	-0.3
Cc1ccc2nc(-c3ccc(NC(=O)CN4C(=O)c5ccccc5C4=O)cc3)sc2c1	-11	-5	1.4	-10	-4	4	6	1	4.4
O=C(CCc1nnc(CCCc2ccccc2)o1)NC(C1CC1)C1CC1	-8	-5	-0.3	-13	-5	3	-3	-13	-0.2
O=C(c1ccc(Cl)cc1)c1ccc(OCC(O)CN2CCOCC2)cc1 (stereo not drawn)	-5	1	-1.4	-15	4	7	-1	-11	4.2
Cc1ccc(C2C(C#N)=C(N)Oc3c2c(=O)n(C)c(=O)n3C)cc1 (stereo not drawn)	3	3	1.3	-22	-2	4	1	-4	2.3
Cc1ccc(C(C(=O)NC2CCCC2)N2CCCC(C)C2)cc1 (stereo not drawn)	-2	-3	0.9	-14	-3	0	-1	10	-0.2
O=C1CCC(C(=O)OCC(=O)N2N=C3/C(=C/c4ccccc4)CCCC3C2c2ccccc2)N1 (stereo not drawn)	-1	0	-1.1	0	5	6	-2	1	2.0
CCOC(=O)CCCNC(=O)COC(=O)c1cccc(C)c1O	-28	-7[fluorescence artefact?]	0.7	-5	-8	2	-1	2	0.6
Cc1ccc(NC(=O)NC2CCCCC2)cc1S(=O)(=O)N1CCOCC1	3	2	-0.3	3	1	10	0	18	0.3
CCOC(=O)c1c(C)oc2c1c(C(c1cccnc1)N1CCCCC1)c(O)c1ccccc12 (stereo not drawn)	-4	-2[fluorescence artefact?]	-0.6	-9	1	8	-3	1	-1.5
C/C(=N\NC(=O)c1ccccc1)c1nc2ccccc2n1C	1	-3	0.0	3	-2	5	0	1	0.8
Cc1cc(C)n(CCN(C)C(=O)CCc2nnc(-c3ccc4c(c3)OCO4)o2)n1	4	0	-0.9	2	1	-2	1	3	1.4
Cn1c(=O)[nH]c(=O)c2c1nc(Br)n2CC(O)COc1ccc(Cl)cc1 (stereo not drawn)	-1	-3	-0.3	-7	-3	4	1	10	1.3
CN(CC(=O)Nc1ccc(Cl)cc1)CC(=O)Nc1ccc(C(N)=O)cc1	-11	-6	0.5	-27	6	8	0	-8	-2.5
COc1ccccc1Nc1nc(NCCO)nc(N)c1[N+](=O)[O-]	-4	-8	-0.2	-21	-2	-3	0	0	-0.4

Compound activity as filed in PubChem.
